Screening data as filed in PubChem.
Cl transport mod = modulates chloride dependent transport by human KCC2; B-score of Tl+ flux slope (higher = more flux/activation; lower = inhibition) at 10 µM; KCC2 cells, thallium flux FluoZin-2 fluorescence; actives 2.2% (n = 190,000);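 active means thallium flux slope and its plate-corrected score both differing from the plate sample mean at a set confidence after two filtering rounds, in either direction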;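 further: slope of fluorescence scaled to starting intensity during 10 to 20 s after thallium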
KLK5 inh = blocks human kallikrein 5 protease activity | AID 873 | actives 0.59% (n = 210,000) | inhibition, % at 5 µM | Q9Y337 | recombinant hK5, fluorogenic AMC substrate cleavage;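 active means inhibition of 40% or more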;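 further: 0% = enzyme controls without compound and 100% = no-enzyme blanks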
Target sequence (Q9Y337 67-293 limits assumed): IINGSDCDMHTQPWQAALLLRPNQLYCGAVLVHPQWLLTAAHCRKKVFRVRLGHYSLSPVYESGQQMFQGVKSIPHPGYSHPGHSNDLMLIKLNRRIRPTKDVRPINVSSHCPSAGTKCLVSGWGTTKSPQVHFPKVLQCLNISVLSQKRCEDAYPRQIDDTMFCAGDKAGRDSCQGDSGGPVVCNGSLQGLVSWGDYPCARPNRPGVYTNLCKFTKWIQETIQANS
FXIa inh = inhibitors of human coagulation factor XIa. inhibition, % at 5 µM. AID 798. actives 0.14% (n = 220,000). purified FXIa, Boc-Glu-Ala-Arg-AMC fluorogenic substrate. P03951;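 active means inhibition of at least 40%; inactive means inhibition below 40%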;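 further: fluorescence of freed AMC excited at 355 nm; 0% = enzyme without compound and 100% = no enzyme blank; many of its hits are not listed in these tables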
p97 ATPase inh = blocks human p97 ATPase activity; recombinant p97 ATPase, Kinase-Glo ATP luminescence, 3 h; inhibition, % at 8 µM; actives 0.42% (n = 220,000); AID 1481; in the data active means inhibition above about 15%;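 further: 0% = DMSO vehicle and 100% = wells lacking enzyme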
thrombin 1536 = blocks human thrombin protease activity | actives 0.26% (n = 220,000) | alpha-thrombin, Boc-VPR-AMC fluorogenic substrate cleavage | inhibition, % at 5 µM | AID 1046 | P00734;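 active means inhibition at or above 40%; inactive means inhibition below 40%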;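 further: 0% = enzyme with no compound and 100% = wells without enzyme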
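Material: human alpha-thrombin enzyme / Medium: pH 7.5 Tris (50 mM) with NaCl 150 mM, Tween 20 0.05% / Compound: single-point dosing at 5 µM, 0.2% DMSO / Incubation: enzyme reaction carried out at room temperature / Detection: AMC fluorescence, 355/460 nm / Read-out basis: percent inhibition scaled between no-compound controls and no-enzyme blanks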
PERK inhibitor = human PERK inhibition, primary cell-based screen | inhibition, % at 5.6 µM | actives 0.17% (n = 220,000) | CHO PERK-DD fusion, SEAP luminescence translation reporter | AID 1416;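 active means inhibition above the mean inhibition of all tested compounds plus 3 SD, set separately per screening campaign, cut at about 2.9% in these data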;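 further: PERK kinase domain activated by AP20187 dimerizer at 100 nM; 0% = DMSO with dimerizer and 100% = rapamycin at 8.4 µM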
Furin inhibitor = inhibitors of human furin | P09958 | actives 0.061% (n = 220,000) | purified furin, fluorogenic substrate cleavage | inhibition, % at 30 µM | AID 463115; in the data active means inhibition above about 25%; further: inactives centre near -15
Wee1 stabilizer = human Wee1 degradation inhibition, primary screen. P30291. HeLa Luc-Wee1K328M stability, luciferase luminescence; 100% = proteasome inhibitor MG132 effect. reporter increase, % at 5 µM. actives 1.2% (n = 220,000). AID 1321;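 active means activation above the mean of all tested compounds plus 3 SD, set per screening run, cut at about 8.8% in these data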;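 further: cells exposed to compound for 20 h before luminescence read; 0% = DMSO alone and 100% = MG132 at 30 µM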
FXIIa inh 1536 = factor XIIa (human) inhibition | AID 800 | purified FXIIa, Boc-QGR-AMC fluorogenic substrate, 2 h | actives 0.3% (n = 220,000) | P00748 | inhibition, % at 5 µM; in the data active means inhibition above about 40%;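 further: 0% = enzyme with no compound and 100% = blank without enzyme; many of its hits are not listed in these tables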
Target sequence (P00748 20-372 limits assumed): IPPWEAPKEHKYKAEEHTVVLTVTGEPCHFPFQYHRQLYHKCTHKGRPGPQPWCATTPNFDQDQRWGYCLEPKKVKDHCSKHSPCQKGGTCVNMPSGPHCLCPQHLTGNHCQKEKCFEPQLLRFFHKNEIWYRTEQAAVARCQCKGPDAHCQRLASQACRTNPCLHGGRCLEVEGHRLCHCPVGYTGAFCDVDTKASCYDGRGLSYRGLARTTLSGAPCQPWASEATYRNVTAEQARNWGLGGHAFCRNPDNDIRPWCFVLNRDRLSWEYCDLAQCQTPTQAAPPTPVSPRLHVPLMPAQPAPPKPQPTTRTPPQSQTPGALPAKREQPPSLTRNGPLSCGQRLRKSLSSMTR
Target sequence (P00748 373-615 limits assumed): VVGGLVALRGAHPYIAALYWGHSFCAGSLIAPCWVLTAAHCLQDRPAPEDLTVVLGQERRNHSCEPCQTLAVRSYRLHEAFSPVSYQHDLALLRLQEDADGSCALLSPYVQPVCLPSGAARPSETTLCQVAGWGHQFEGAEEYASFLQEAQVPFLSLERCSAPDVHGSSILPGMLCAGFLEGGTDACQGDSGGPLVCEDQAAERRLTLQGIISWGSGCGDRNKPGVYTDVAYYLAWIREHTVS
An asterisk follows results filed as active; nt = no result given; [ ] = another dose, or the depositor's remark.

SMILES	Cl transport mod	KLK5 inh	FXIa inh	p97 ATPase inh	thrombin 1536	PERK inhibitor	Furin inhibitor	Wee1 stabilizer	FXIIa inh 1536
COc1cccc(-n2nnc3c(=O)n(CC(=O)Nc4cc(C)on4)cnc32)c1	1.7	-5	1	3	4	1.3	-13	-1	10
CC(CCc1ccccc1)NC(=O)COC(=O)c1cccs1 (centres undefined)	-0.43	-1	-1	-1	1	1.5	-15	1	6
COc1cccc(NC(=O)c2ccc3c(SCC(=O)O)c4c(nc3c2)CCCC4)c1	-0.12	-4	-7	5	-3	1.1	-21	4	4
O=C(NCCN1CCCC1)C1CC(=O)N(C2CCCCC2)C1 (centres undefined)	nt	3	-7	3	-9	0.8	-22	2	-9
COc1cccc(CC(=O)Nc2nc3c(s2)C(=O)CC(C)(C)C3)c1	0.33	-24	-7	0	0	1.4	-16	0	-1
CCOC(=O)c1ccc([N+](=O)[O-])cc1NC(C)=O	-2.4	-6	8	0	-7	1.1	-6	4	16
CCSc1nnc(NC(=O)[C@H](C)N2C(=O)C3CC=CCC3C2=O)s1 (some centres undefined)	-0.9	46*	56*	-3	15	-0.5	-12	-3	33
Cc1cc(C(=O)CN2C(=O)NC(c3ccccc3)(c3ccccc3)C2=O)c(C)n1Cc1ccccc1	0.95	-6	-5	5	-3	0.0	-14[20 µM]	3	0
CC(=O)C1=C(O)C(=O)N(CCCN2CCOCC2)C1c1ccccc1[N+](=O)[O-] (centres undefined)	0.48	6	5	6	5	0.9	-23	-2	17
CCOc1ccccc1NC(=O)C1=C(C)NC(=S)NC1c1cccs1 (centres undefined)	0.14	-13	0	4	-5	-1.0	-19	-2	2
O=C(CSc1nnc(-c2cccnc2)n1-c1ccccc1)Nc1ccc2c(c1)OCO2	nt	-19	2	-1	-3	-0.9	-16[20 µM]	0	13
C=C1/C(=C\C=C2/CCC[C@]3(C)[C@@H]([C@H](C)CCCC(C)(C)O)CC[C@@H]23)C[C@@H](O)C[C@@H]1O	0.53	nt	nt	-14	nt	0.9	nt	2	nt
O=Cc1ccc(OCc2nnsc2Cl)cc1	0.018	-4	1	3	-10	0.2	-27	2	9
Cc1[nH]c2ccccc2c1C(=O)CSc1nc2ccccc2c(=O)n1CCCN1CCOCC1	-0.84	-19	-3	2	-10	-1.1	-5[20 µM]	-3	1
CCOC(=O)N1CCN(C(=O)COc2ccc(Br)cc2)CC1	0.67	4	6	-4	1	-0.4	-18	0	14
COC(=O)c1c(C(=O)OC)c(-c2ccccc2)n2c1CS(=O)(=O)C2	0.58	-9	-1	4	-2	0.1	-24[20 µM]	-3	6
O=C(/C=C/c1cccc([N+](=O)[O-])c1)c1ccc2c(c1)OCCO2	1.2	-5	4	-1	3	0.8	-2	0	-4
Cc1ccccc1-c1nnn(CC(=O)NCc2ccc3c(c2)OCO3)n1	-0.074	-36	0	6	-2	1.5	-21	-1	10
CCN(c1c(C)n(C)n(-c2ccccc2)c1=O)S(C)(=O)=O	1.6	-8	-9	1	3	1.3	-23[20 µM]	1	2
CC(=O)Nc1ccc(NC(=O)COc2cccc3c2OC(C)(C)C3)cc1	-1.2	-4	-4	1	19	-0.4	-12	-1	0
CCOC(=O)c1cc(NC(=O)Nc2nc3ccccc3s2)c(C)nc1C	0.28	3	-1	-4	-4	0.0	-17	-4	3
O=c1cc(-c2ccc(O)c(-c3c(O)cc(O)c4c(=O)cc(-c5ccc(O)cc5)oc34)c2)oc2cc(O)cc(O)c12	-1.2	-13	-1	41*	-6	0.2	-11	4	1
c1csc(-c2noc(COc3ccc4c(c3)CCCC4)n2)c1	0.87	-22	-3	-4	2	0.1	-18[20 µM]	4	20
Cc1ccc(S(=O)(=O)NC(C)(C)CSc2nnc(N)s2)cc1	-0.024	6	5	-9	-5	-1.1	1[20 µM]	-2	5
CCNC(=O)C12CCC(C)(c3nc4cc(C)c(C)cc4nc31)C2(C)C (centres undefined)	-1.4	-1	1	2	-2	0.3	-24	-2	3
New compounds follow:
SMILES	Cl transport mod	KLK5 inh	FXIa inh	p97 ATPase inh	thrombin 1536	PERK inhibitor	Furin inhibitor	Wee1 stabilizer	FXIIa inh 1536
CCOc1ccc(C2c3c(oc4cc(C)c(C)cc4c3=O)C(=O)N2CCCN(C)C)cc1OC (centres undefined)	1.1	-5	18	0	-3	0.6	-23	2	25
COc1nccc(C(F)(F)F)c1C(=O)NC(=O)Nc1c(C)cccc1C	-0.56	3	11	0	0	1.9	-23	-1	4
O=C(Nc1ccc(OC(F)(F)F)cc1)Oc1ccccc1N1CCOCC1	0.052	3	4	2	1	-1.2	9	-2	14
CCC(C)n1[nH]c(=O)cc1N (centres undefined)	-0.34	-11	-15	-1	-3	1.3	-6	5	-15
COc1cc(C(=O)OCc2ccc([N+](=O)[O-])cc2)cc(OC)c1OC	0	nt	1	1	1	2.1	-13	1	12
COc1ccc(-c2cnn3c(N)c(S(=O)(=O)c4ccccc4)cnc23)cc1	-0.37	-7	5	0	-4	-0.4	-17[20 µM]	-2	12
NC(=O)SCC(=O)Nc1ccc(Cl)c(Cl)c1	nt	4	4	-1	-6	0.4	-11	-4	18
O=c1cc(CO)oc(CN2CCN(c3cccc(C(F)(F)F)c3)CC2)c1O	0.48	14	2	3	1	-0.5	-10[20 µM]	1	15
CS(=O)(=O)Nc1ccc(-c2n[nH]c(=S)n2-c2ccccc2)cc1	nt	2	-3	1	-4	0.1	-28	-1	15
CCOC(=O)c1ccc(S(=O)(=O)N2CCC(C(=O)O)CC2)cc1	0.25	-22	-5	7	4	1.3	-10[20 µM]	0	8
COc1cccc(-c2nn(-c3ccccc3)cc2CN(C)Cc2ccno2)c1	nt	20	2	0	2	1.1	-25	-1	4
Cc1ccc(S(=O)(=O)Cn2nnnc2C(C(C)C)N2CCN(c3nc4ccccc4s3)CC2)cc1 (centres undefined)	0.24	-2	13	3	3	-0.3	-16[20 µM]	2	15
CCCCc1nc2sc3c(c2c(=O)[nH]1)CCC3	nt	-2	0	-4	-3	1.0	-15	-3	12
CCOC(=O)c1sc2nc(C)[nH]c(=S)c2c1C	200*	2	5	-1	8	1.0	-25	-1	8
CCN(CC(=O)NC1CCS(=O)(=O)C1)S(=O)(=O)c1ccc(C)c(C)c1 (centres undefined)	-0.19	-17	-9	-3	-14	-0.6	2	0	-2
COc1ccc(OC)c2c(C)cc(NCCN3CCOCC3)nc12	nt	-18	-12	0	-1	-1.3	4	-1	-12
CCC(C)NC(=O)C1c2ccccc2C(=O)N1Cc1ccccc1OC (centres undefined)	-0.76	-2	0	-6	-5	-0.7	-14	-1	13
O=C(NC(=S)Nc1cc(-c2nc3ccccc3[nH]2)ccc1Cl)c1ccc2c(c1)OCO2	1.4	-10	3	5	-16	0.0	-10	4	9
COC(=O)c1ccc(C)c(NC(=O)CN(c2ccc3c(c2)OCO3)S(C)(=O)=O)c1	0.26	2	5	0	3	0.3	-17[20 µM]	1	2
O=C(N/N=C1\CC2CC=CC12)c1ccc(Br)cc1 (centres undefined)	-0.42	-5	-3	-3	-5	0.7	-25	0	6
CCCCC(=O)NC(c1ccco1)c1cc(Cl)c2cccnc2c1O (centres undefined)	1.3	-17	-1	3	-4	0.8	-29	-1	12
CN(NC(=O)c1c(Cl)cccc1Cl)c1cccc(Cl)n1	0.11	-4	1	6	nt	0.5	-22	-3	4
Cc1ccc(NC(=S)N2CCN(Cc3ccc4c(c3)OCO4)CC2)c(C)c1	-0.27	nt	nt	-9	nt	-0.1	-3[20 µM]	4	nt
CCOc1ccc(NC(=S)NC(C)c2cccs2)cc1 (centres undefined)	0.87	-5	3	-4	1	0.7	-3	2	17
O=c1[nH][nH]c2nc(C(F)(F)F)cc(C(F)(F)F)c12	0.31	-1	2	-2	-4	0.5	1	4	15
O=C(NCc1ccco1)c1cc(NS(=O)(=O)c2cccc([N+](=O)[O-])c2)ccc1O	-0.29	8	32	-1	38	-0.2	-21	1	21
CC(=O)Nc1ccc(C(=O)OCC(=O)c2ccc(F)cc2)cc1	-2.7	33	16	-6	25	0.4	-18	-2	19
Cc1ccccc1NC(=S)NNC(=O)c1csc2c1CCC(C)C2 (centres undefined)	94*	-44	-31	-5	-4	-1.2	-10[20 µM]	-2	1
CO/N=C/c1ccc(N2CCN(C(=O)c3ccc(C)cc3)CC2)c([N+](=O)[O-])c1	-0.12	1	3	-1	0	0.1	-12[20 µM]	-3	11
O=C(N/N=C/c1ccc(N2CCOCC2)s1)c1ccccc1Cl	0.53	-3	-2	10	-18	0.6	-8	3	4
